GDH-TPI inh: GDH-TPI coupling enzyme inhibitors, primary screen, artefact control for M. tuberculosis FBA inhibitor project, biochemical, absorbance, full deck; GDH-TPI coupled enzyme counterscreen, NADH absorbance; inhibition, % at 4.8 µM; 360,000 tested, 1.2% active; AID 588335, 2011; in the data active = inhibition above about 30%;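 also: 0% = DMSO wells and 100% = wells lacking the enzyme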
TcdB inh: TcdB glycohydrolase inhibitors, primary screen, biochemical, single point, plate reader; Toxin B (Clostridioides difficile), P18177; TcdB glycohydrolase enzymatic assay; inhibition, % at 9.99 µM; 350,000 tested, 0.24% active; in the data active = inhibition above about 10%
Vc quorum ag: inducers of Vibrio cholerae quorum light production without autoinducers, primary screen, BH1578 luxS cqsA deficient, single point; activation, % at 18.7 µM; 350,000 tested, 0.16% active; V. cholerae BH1578 lux reporter, luminescence, 6 h; in the data active = activation mostly above about 9.7%, no sharp cut-off; also: not every result past the cut was called active; inactives centre near 0; reference of the scale not given here
FadD28 binding: inhibitors of FadD28 bisubstrate probe binding, primary screen, biochemical, fluorescence polarization, single point. inhibition, % at 12.5 µM. Mycobacterium tuberculosis FadD28 fatty-acid-AMP ligase. 360,000 tested, 0.22% active; in the data active = inhibition above about 8.5%, passing the limit was not always enough
Mtb BioA inh: M. tuberculosis BioA enzyme inhibitors, primary screen, biochemical, plate reader, single point, HTS | 7,8-diaminopelargonic acid synthase BioA (Mycobacterium tuberculosis) | purified M. tuberculosis BioA enzyme | inhibition, % at 9.99 µM | 360,000 tested, 0.096% active; in the data active = inhibition above about 40%
PfHsp40 yeast: rescue of yeast from PfHsp40 toxicity, primary screen, S. cerevisiae, ATP luminescence | S. cerevisiae expressing PfHsp40, growth rescue | growth rescue, % at 12.5 µM | 340,000 tested, 0.68% active; in the data active = growth rescue above about 28%, passing the limit was not always enough;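 also: yeast W303a lacking pdr1 and pdr3 grown in galactose medium; growth measured after three days at 30 °C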
Yp Topo-I inh: Yersinia pestis topoisomerase I inhibitors, primary screen, biochemical, cleavage product accumulation, plate reader, single point; AID 504884, 2011; 360,000 tested, 0.064% active; Y. pestis Topo-I cleavage product accumulation; activity, % at 10 µM; DNA topoisomerase I (Yersinia pestis CO92); in the data active = activity above about 50%, passing the limit was not always enough; also: inactives centre near 2
Mtb FBA inh: Mtb FBA enzyme inhibitors, primary screen, biochemical, fluorescence, strain H37Rv | purified M. tuberculosis FBA, fluorescence read-out | inhibition, % at 1 µM | 360,000 tested, 2.3% active | AID 588726, 2011; in the data active = inhibition above about 27%;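 also: 0% = vehicle and 100% = reference inhibitor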
Target sequence (P9WQA3 whole entry, looked up): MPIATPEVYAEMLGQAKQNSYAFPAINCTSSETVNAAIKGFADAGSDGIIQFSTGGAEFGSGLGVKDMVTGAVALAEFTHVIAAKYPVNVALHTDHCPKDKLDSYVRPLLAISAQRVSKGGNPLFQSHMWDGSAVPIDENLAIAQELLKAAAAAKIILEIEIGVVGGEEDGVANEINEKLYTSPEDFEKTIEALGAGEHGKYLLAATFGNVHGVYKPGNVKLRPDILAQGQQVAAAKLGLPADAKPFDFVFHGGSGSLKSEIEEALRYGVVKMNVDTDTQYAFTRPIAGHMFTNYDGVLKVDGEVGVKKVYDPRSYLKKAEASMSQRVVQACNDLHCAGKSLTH
Mtb UGM inh: M. tuberculosis UGM enzyme inhibitors, primary screen, biochemical, fluorescence polarization, single point; purified UGM, fluorescence polarization probe displacement; UDP-galactopyranose mutase (Mycobacterium tuberculosis (strain ATCC 25618 / H37Rv)), …; inhibition, % at 10 µM; 320,000 tested, 0.06% active; in the data active = inhibition above about 10%, passing the limit was not always enough
Target sequence (P9WIQ1 whole entry, looked up): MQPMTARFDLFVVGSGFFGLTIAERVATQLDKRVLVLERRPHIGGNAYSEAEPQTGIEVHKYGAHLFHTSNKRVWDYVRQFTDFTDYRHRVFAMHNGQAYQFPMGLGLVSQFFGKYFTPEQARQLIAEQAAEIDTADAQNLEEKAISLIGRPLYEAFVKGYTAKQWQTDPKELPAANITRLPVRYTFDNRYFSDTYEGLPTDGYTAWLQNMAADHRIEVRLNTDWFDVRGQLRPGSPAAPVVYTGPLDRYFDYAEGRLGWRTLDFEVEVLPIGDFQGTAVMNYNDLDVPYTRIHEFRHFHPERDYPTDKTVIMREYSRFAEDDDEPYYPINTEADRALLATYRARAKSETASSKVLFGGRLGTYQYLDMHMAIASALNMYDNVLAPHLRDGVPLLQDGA
An asterisk follows results filed as active; i = inactive; x = no result given.

SMILES | GDH-TPI inh | TcdB inh | Vc quorum ag | FadD28 binding | Mtb BioA inh | PfHsp40 yeast | Yp Topo-I inh | Mtb FBA inh | Mtb UGM inh
CC(=O)NC1(C(F)(F)F)C(=O)NC(C)=C1C#N (stereo unspecified) | 4.0 | x | i | 0.4 | -0.9 | -1.5 | -1.7 | -7.0 | 1.0
Cc1ccc(N2C(=O)N(CC(=O)Nc3ccc(C)c(C)c3)C(=O)C2C)cc1 (stereo unspecified) | -1.1 | 0.8 | -0.1 | -0.3 | x | -0.7 | 9.1 | 2.2 | 3.9
CC12CCC(C/C1=N\OC(=O)c1c(F)cccc1F)C2(C)C (stereo unspecified) | -8.1 | -0.9 | 7.1 | -1.5 | 0.8 | 0.1 | -15.2 | 1.5 | 1.7
O=C(Cn1c(=O)sc2ccccc21)OC(CCl)CCl | -4.6 | x | i | -3.0 | 0.5 | 0.6 | 2.9 | 3.1 | -0.8
COc1ccnc(CSC(N)=Nc2ccccc2C(F)(F)F)c1 | -6.9 | 5.4 | -3.4 | -4.5 | x | 1.1 | -5.7 | 2.4 | -0.2
CN(C)c1cccc(C(=O)NNC(=O)/C=C/c2cccs2)c1 | 11.9 | 3.6 | i | -2.7 | 0.1 | -1.4 | 1.2 | -2.5 | -1.5
COc1cc(Cn2c3ccc(NC(=O)CCc4ccccc4)cc3c(=O)n2C)ccc1F | 12.9 | 0.2 | i | 0.4 | 1.7 | x | 30.8 | 156.7* | x
CCN1CCCc2cc(CN(CCN3CCOCC3)C(=S)Nc3ccccc3OC)ccc21 | 1.3 | -8.7 | -0.5 | -1.6 | x | -0.9 | 33.7 | 0.3 | -1.7
COc1ccc(NCCNc2ccc(OC)cc2)cc1 | 7.8 | x | -0.3 | 0.7 | 8.2 | 0.4 | -15.8 | 0.7 | -0.6
c1ccc(COc2cccc(CNCc3cccs3)c2)cc1 | 4.9 | 0.5 | -0.2 | -0.5 | x | 0.7 | 20.8 | 0.3 | -1.9
COc1ccccc1C(=O)N1CCN(C(=O)[C@H]2O[C@@H](n3ccc(N)nc3=O)[C@H](O)[C@@H]2O)CC1 | x | 0.6 | x | 0.9 | -0.2 | x | x | 1.2 | x
COc1ccc(C(=O)NCc2ccccc2OC)c(OC)c1 | -17.2 | x | -1.8 | -3.5 | 3.8 | 0.7 | 9.0 | -3.1 | -0.8
CC(=O)c1ccc(N2CCN(C(=S)NCCCN(C)C)CC2)cc1 | 29.9 | 1.1 | -0.3 | -3.5 | x | -0.1 | 6.8 | -3.0 | -1.6
O=C(Oc1ccccc1)c1ccc2c(c1)C(=O)N(Cc1ccncc1)C2=O | 2.6 | -0.5 | i | -1.0 | 2.6 | 4.9 | 20.5 | 0.5 | 0.6
COc1ccc(Cl)cc1NC(=O)CN(C)CC(=O)NCc1ccc(F)cc1 | 3.5 | 3.9 | i | -2.9 | 1.8 | -1.0 | 10.6 | -0.9 | 1.6
CC(Sc1nc(N2CCCCC2)c2c(c1C#N)CCCC2)C(=O)O (stereo unspecified) | 5.0 | x | i | -0.9 | 14.6 | 0.8 | 0.8 | 5.5 | 1.2
CC(=O)c1cccc(NC(=S)NC(=O)c2ccccc2Cl)c1 | -4.2 | x | -0.2 | 0.1 | -1.7 | -0.8 | -0.7 | 1.6 | -0.8
O=C(C[n+]1ccccc1)N/N=C/c1ccccc1F | 1.9 | 1.6 | 0.7 | 1.4 | x | 1.7 | -3.4 | 4.7 | 2.4
CC(C)c1ccc(NS(=O)(=O)c2ccc3[nH]cc(C(=O)N4CCC(C(N)=O)CC4)c(=O)c3c2)cc1 | 5.6 | x | -0.1 | -5.0 | 5.6 | -0.4 | -7.0 | 4.9 | 0.9
Cc1ccc(C)c(N2N=C(C(=O)Nc3cccnc3)CCC2=O)c1 | 0.4 | 1.1 | -7.1 | -1.4 | 2.4 | -1.1 | 7.1 | 1.8 | 1.6
CC(C(=O)NC1CCCC1)N1CCN(S(=O)(=O)c2ccc(C(C)(C)C)cc2)CC1 (stereo unspecified) | 0.5 | 0.8 | -0.4 | -1.8 | 1.0 | 0.2 | 10.1 | 5.8 | -1.1
CC(C)=CC(=O)N1CC[C@@H](N2CCN(c3ccccc3F)CC2)[C@H](O)C1 | -6.8 | 0.5 | -0.8 | -1.4 | -2.0 | 1.6 | -17.4 | -0.8 | 1.1
COCCn1c(SCc2ccc(C(=O)OC)o2)nc2ccccc2c1=O | 4.9 | x | -1.6 | -1.8 | 1.9 | -1.6 | 20.1 | -1.1 | 1.3
O=C(Cc1cccc2ccccc12)Nc1ccccc1C(=O)O | 2.9 | 0.7 | i | 0.6 | 0.9 | 1.4 | 6.1 | 8.8 | 5.7
O=C(NN1C(=O)c2ccccc2NC1c1ccoc1)c1ccc([N+](=O)[O-])cc1 (stereo unspecified) | 6.6 | 0.1 | -0.6 | 2.4 | 0.0 | -0.9 | 13.1 | 3.0 | -0.8
CCc1ccc(NC(=O)CCCN2C(=S)NC(C)(C)CC2C)cc1 (stereo unspecified) | -0.6 | -3.2 | i | 0.3 | -1.0 | 0.0 | 2.7 | 2.5 | 0.1
CCn1c(SCc2nc3ccccc3nc2C)nnc1-c1cccs1 | 6.2 | x | 10.0 | -2.9 | -1.2 | 0.0 | 11.4 | -0.6 | 0.4
CCCn1c(CCNC(=O)c2cccs2)nc2ccccc21 | 6.2 | 1.8 | -0.2 | 0.0 | -0.7 | -0.6 | 2.5 | -3.2 | 0.6
CCOC(=O)/C(=C\c1ccc([N+](=O)[O-])o1)NC(=O)c1ccccc1 | 19.9 | x | -1.8 | -2.0 | -1.8 | -0.3 | 0.3 | -3.6 | 0.2
CCOc1ccc(NC(=O)C(C)N2C(=O)c3ccccc3S2(=O)=O)cc1 (stereo unspecified) | 1.7 | -1.6 | 0.7 | 0.0 | -0.9 | 0.0 | -5.9 | 4.2 | 0.5

Five compounds out of the list, ordered by molar mass, rising.
SMILES | GDH-TPI inh | TcdB inh | Vc quorum ag | FadD28 binding | Mtb BioA inh | PfHsp40 yeast | Yp Topo-I inh | Mtb FBA inh | Mtb UGM inh
O=C(Cc1cccc2ccccc12)Nc1ccccc1C(=O)O | 2.9 | 0.7 | i | 0.6 | 0.9 | 1.4 | 6.1 | 8.8 | 5.7
CCOC(=O)/C(=C\c1ccc([N+](=O)[O-])o1)NC(=O)c1ccccc1 | 19.9 | x | -1.8 | -2.0 | -1.8 | -0.3 | 0.3 | -3.6 | 0.2
CCc1ccc(NC(=O)CCCN2C(=S)NC(C)(C)CC2C)cc1 (stereo unspecified) | -0.6 | -3.2 | i | 0.3 | -1.0 | 0.0 | 2.7 | 2.5 | 0.1
CCOc1ccc(NC(=O)C(C)N2C(=O)c3ccccc3S2(=O)=O)cc1 (stereo unspecified) | 1.7 | -1.6 | 0.7 | 0.0 | -0.9 | 0.0 | -5.9 | 4.2 | 0.5
O=C(NN1C(=O)c2ccccc2NC1c1ccoc1)c1ccc([N+](=O)[O-])cc1 (stereo unspecified) | 6.6 | 0.1 | -0.6 | 2.4 | 0.0 | -0.9 | 13.1 | 3.0 | -0.8

(further entries)
SMILES | GDH-TPI inh | TcdB inh | Vc quorum ag | FadD28 binding | Mtb BioA inh | PfHsp40 yeast | Yp Topo-I inh | Mtb FBA inh | Mtb UGM inh
O=C(Cc1ccccc1)OCC(=O)c1ccccc1 | 4.1 | -0.1 | i | 0.0 | -0.3 | 0.2 | 3.6 | -2.4 | 0.9
Cc1ccc(C(=O)Nc2cccc(C(=O)NCc3ccccc3)c2)cc1 | 7.0 | -5.6 | 0.1 | -1.0 | -0.4 | 3.8 | 7.4 | -1.0 | x
C/C(=C\c1ccccc1)CN1CCC(C(=O)N2CCCCC2)CC1 | -0.8 | 1.4 | -0.3 | -0.5 | 4.7 | 1.4 | -0.4 | 1.2 | 0.9
CCN1C(=O)CC(c2ccccc2)CC1=O | 3.5 | 0.2 | i | -0.7 | -1.7 | 0.4 | 3.5 | -2.3 | 3.2
CCCN(CCC)CCCNC(=O)c1cn(CCOC)c(=O)c2c1c1ccccc1n2C | 20.1 | x | i | -2.2 | -1.3 | 1.7 | 1.8 | 32.3* | -2.0
CC(C)c1nc2cc(C(=O)NC(c3cccnc3)C(F)(F)F)ccc2o1 (stereo unspecified) | 17.0 | 3.7 | -0.3 | -0.2 | -0.1 | 0.0 | 0.3 | -0.2 | 1.3
CCN(CC)C(=O)CSc1nnc(-c2ccc(O)cc2)n1CC1CCCO1 (stereo unspecified) | 10.6 | x | -1.8 | 0.2 | -2.8 | 0.0 | 1.3 | -7.5 | 0.9
Cc1cccc(NS(=O)(=O)c2cccc(C(=O)NCC(c3ccco3)N(C)C)c2)c1 (stereo unspecified) | -6.5 | 1.7 | i | -0.9 | -1.4 | -0.6 | 1.1 | 2.3 | 0.0
Cc1nc(N(C)Cc2ccccc2)c2c(C)c(C)sc2n1 | -3.0 | -0.5 | -7.3 | -2.2 | 4.5 | -0.4 | 33.5 | 0.4 | 1.4
O=C(NCc1ccncc1)Nc1ccc(Cl)cc1Cl | -3.1 | 1.3 | i | -1.2 | -1.6 | -0.4 | 3.3 | 1.0 | 0.4
CCc1nnc2sc(-c3cc(-c4ccccc4)nc4ccccc34)nn12 | 6.2 | x | -0.2 | -2.6 | x | 0.8 | 7.2 | 2.3 | 2.0
COc1ccc(/C=C2/C(=O)N(c3c(F)c(F)c(F)c(F)c3F)N=C2C)cc1 | 1.4 | 0.6 | -0.8 | -1.1 | 0.4 | -0.4 | -0.2 | 2.4 | 0.8
O=C(C[C@H]1C/C=C\CC[C@@H](Cc2ccc(F)cc2)C(=O)O[C@@H](c2ccccc2)CNC1=O)N[C@@H](CO)Cc1ccccc1 | 6.0 | 1.3 | -0.2 | -2.7 | 0.3 | 0.8 | 24.6 | -2.2 | -1.1
CCC[N+]12CCC(CC1)C(=C(c1ccccc1)c1ccccc1)C2 | -5.6 | x | -0.4 | 0.9 | x | -0.1 | -10.3 | 3.8 | 1.1
Cc1nnc(NC(=O)CCCOc2ccccc2)s1 | -1.9 | x | 0.7 | 0.2 | -2.9 | -0.1 | -1.9 | -0.3 | -0.5
COC(CNC(=O)c1ccc2c(c1)nc(C)n2-c1cccc(C)c1)OC | -6.0 | 0.4 | i | -2.1 | 0.8 | -0.2 | -6.7 | 1.8 | 1.9
Cc1ccc(N2CC(C(=O)N/N=C/c3c(F)cccc3Cl)CC2=O)cc1 (stereo unspecified) | -8.3 | -0.3 | -0.2 | -3.9 | 0.4 | -0.9 | 8.0 | -1.4 | 0.9
NC(=O)C1CCCN(CC(=O)N2CCN(c3ccccc3)CC2)C1 (stereo unspecified) | -6.0 | -0.6 | -0.3 | -2.2 | x | -0.6 | -0.3 | -1.7 | -2.2
CCOC(=O)N1CCN(C(=O)Nc2sc3nc4n(c(=O)c3c2C)CCC(C)CC4)CC1 (stereo unspecified) | 4.8 | 0.0 | i | -0.3 | -0.8 | 0.0 | 15.5 | -1.3 | 0.4
CCn1ncc2c(OCc3ccc(C#N)cc3)cc(C)nc21 | 1.8 | x | -1.7 | -2.7 | x | 2.7 | -3.5 | -9.3 | -0.4
O=C(COC(=O)CSc1ccc([N+](=O)[O-])cc1)NCc1cccs1 | 12.7 | 0.2 | i | -0.6 | -0.3 | 0.6 | -5.8 | 0.0 | -0.1
CCCc1nc2c(s1)CCc1onc(-c3ccc(Br)cc3)c1-2 | 12.3 | -0.6 | i | -2.6 | 0.9 | 1.0 | -9.4 | 3.7 | 2.8
COc1ccc(-c2cc(C(=O)Nc3ccccc3SC)no2)cc1OC | 18.3 | x | i | -0.5 | -0.1 | -0.3 | -3.0 | 4.1 | -1.4
CC(=O)c1sc2nc(-c3ccco3)ccc2c1N | 2.3 | -2.7 | -0.5 | 3.3 | 2.1 | x | -1.1 | -3.8 | 1.0
O=C(CSc1ccsc1[N+](=O)[O-])Nc1cccc(F)c1 | 9.3 | 0.7 | -0.6 | -2.9 | 0.3 | 1.9 | -14.4 | -2.4 | x
O=C1[C@@H](Oc2ccccc2)[C@@H](c2ccccc2)N1c1ccccc1 | -3.6 | 0.7 | -6.9 | -3.5 | -0.9 | -0.7 | -4.1 | -1.1 | x

Source: PubChem BioAssay (several laboratories)
